From PubChem BioAssay
HSF1 inhib: HSF1 inhibition; NIH3T3-HGL HSE-luciferase, MG132-induced, luminescence 8 h; active compounds read low; hit rate 0.77% among 300,000; AID 2098; activity change, negative = inhibition, % at 7.5 µM (by protocol);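 active means more than half of replicate wells show activity change below -50%, luminescence cut by over half; inconclusive means some wells, but at most half, below -50%; inactive means no replicate well below -50%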;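 further: luciferase reports HSF-1 transcriptional activity via heat shock element; 0% = median of DMSO wells and -100% = zero luminescence signal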
Platelet DG rel: platelet dense granule release activity. human platelet-rich plasma, SFLLRN dense granule ATP release, luminescence. inhibition, %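 (compounds screened at 7.5 µM in platelet-rich plasma)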. hit rate 0.22% among 300,000;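 active means mean replicate score, as percent of positive control, at or above 50; inconclusive means mean below 50 but at least one replicate at or above 50; inactive means mean and every replicate below 50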
IEC-6 tox: kills IEC-6 intestinal cells in KLF5 counter-screen; IEC-6 cytotoxicity, luminescence viability; inhibition, % at 5 µM; AID 1825; hit rate 0.78% among 290,000; in the data active means inhibition above about 22%;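 further: 0% = plate median of test compound wells and 100% = cytotoxic reference compound wells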
HSF1 activator: increases HSF-1 driven luciferase reporter signal | NIH3T3-HGL HSF-1 luciferase reporter, MG132, 8 h; 100% = twice DMSO control signal | activation, % at 9 µM | hit rate 1.7% among 300,000;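 active means mean replicate activation of at least 50% with a set share of replicates each reaching 50%; inconclusive means only one of those two conditions met; inactive means mean below 50% and too few replicates reaching it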;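 further: 0% = median of the neutral control wells and 100% = twice that signal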
HSP90 inh: HSP90 refolding inhibition in rabbit reticulocyte lysate | luciferase refolding luminescence, 3 h | inhibition, % at 5.6 µM | hit rate 0.91% among 290,000 | AID 1789;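 active means inhibition above the screen-wide mean plus 3 SD, computed separately per campaign, cut at about 16% in these data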;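 further: 0% = DMSO wells and 100% = 60 µM geldanamycin wells; inhibitors lower the luminescence because luciferase stays unfolded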
KLF5 inh: inhibitors of KLF5 expression; DLD-1 KLF5 promoter-luciferase reporter, luminescence; inhibition, % at 5 µM; hit rate 0.23% among 290,000; AID 1700;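 active means inhibition above a per-plate limit of that plate's mean compound inhibition plus 3 SD, cut at about 60% in these data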;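 further: 0% = DMSO wells and 100% = LY294002 at 200 µM; higher means less KLF5 promoter-driven luciferase light; inactives centre near -14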
AI-2 QS modul: Vibrio harveyi AI-2 quorum sensing modulation; AID 2094; Vibrio harveyi JMH597 AI-2 luminescence/OD600 ratio, 9 h; active compounds read low; strain lacks LuxN and CqsS sensors; 0 = neutral-control median; activity change, % at 7.5 µM; hit rate 0.4% among 300,000; in the data active means activity change below about -75%, passing the limit was not always enough; inconclusive means no clear call, values can overlap the other calls;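 further: luminescence divided by OD600 gain over 9 h not by final OD600 alone; inactives centre near 13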
HIF act: HIF pathway transcriptional activation | U2OS HRE-luciferase reporter, luminescence; normalized: DMSO 0%, desferrioxamine 100% | activation, % at 7.5 µM (by protocol) | hit rate 0.32% among 300,000 | AID 1910;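 active means mean activation of at least 10% of the iron chelator positive control signal, with at least half of replicates also reaching 10%; inconclusive means mean and replicate majority disagree about reaching 10%; inactive means mean and most replicates under 10%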
aSyn UTR inh: 5' untranslated region of α-synuclein, MLPCN primary screen | alpha-synuclein 5'UTR reporter, inhibitor activity | inhibition, % (tested at 7.5 µM) | hit rate 0.82% among 300,000 | AID 1813; in the data active means inhibition above about 60%; inconclusive means no clear call, values can overlap the other calls;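 further: H4 neuroglioblastoma cells stably carrying SNCA 5'UTR luciferase fusion; 0% = DMSO wells and 100% = positive control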
HDAC3 inhib: blocks human histone deacetylase 3; hit rate 0.15% among 320,000; inhibition, % at 8.3 µM; recombinant HDAC3, fluorogenic peptide/trypsin coupled, fluorescence; O15379; in the data active means inhibition above about 26%, passing the limit was not always enough; inconclusive means no clear call, values can overlap the other calls
Target sequence (O15379 whole entry, looked up): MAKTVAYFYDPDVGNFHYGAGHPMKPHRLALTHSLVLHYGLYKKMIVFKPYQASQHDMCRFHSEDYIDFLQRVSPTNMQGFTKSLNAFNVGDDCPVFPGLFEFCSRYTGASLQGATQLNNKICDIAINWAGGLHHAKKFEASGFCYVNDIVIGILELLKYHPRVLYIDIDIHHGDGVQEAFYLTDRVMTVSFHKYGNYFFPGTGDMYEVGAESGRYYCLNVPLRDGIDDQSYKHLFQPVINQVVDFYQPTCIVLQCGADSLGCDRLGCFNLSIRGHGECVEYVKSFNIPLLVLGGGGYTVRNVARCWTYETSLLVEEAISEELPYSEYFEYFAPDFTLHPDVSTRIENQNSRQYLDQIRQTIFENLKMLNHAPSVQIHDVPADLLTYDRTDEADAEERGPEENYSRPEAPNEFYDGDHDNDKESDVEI
An asterisk follows results filed as active; ? = inconclusive; / = not tested or not shown.

compound,HSF1 inhib,Platelet DG rel,IEC-6 tox,HSF1 activator,HSP90 inh,KLF5 inh,AI-2 QS modul,HIF act,aSyn UTR inh,HDAC3 inhib
COCc1cc([C@@H]2C[C@H]3CN(c4ccccc4)C(=O)[C@]34CCCN24)ccc1OC,-5,-6,4,11,4,-8,29,0.8,-16,0
Cn1c(/C=C/N2CCOCC2)c(C(=O)c2ccc(Br)cc2)c(=O)n(C)c1=O,-18,1,0,-39,3,-6,30,-0.4,8,3
COc1ccc(CCN2C(=NC(=O)CCC(=O)O)SC3CS(=O)(=O)CC32)cc1 (stereo not drawn),3,-9,11,-3,3,18,22,0.3,11,-2
CCN(CC)S(=O)(=O)c1ccc(C(=O)NCc2n[nH]c(=S)n2-c2ccc(Cl)c(Cl)c2)cc1,2,3,-4,20,1,-39,6,0.0,-8,9
Cc1ccc(NC(=O)COC(=O)CCCC2=NS(=O)(=O)c3ccccc3N2)cc1C,-1,4,16,21,1,25,8,0.2,8,1
Cc1nc(SCc2ccc(OCCC(C)C)cc2)n[nH]1,19,-8,6,39,-5,-58,-19,1.9,-71,1
CC(C)(C)c1ccc(C(=O)Cn2cnnc2C#N)cc1,9,-3,-2,7,-3,-8,46,1.4,-21,-2
CCSc1nc(C2CC2)cc(-c2cccs2)c1C#N,-6,1,-3,13,0,-16,12,-0.4,-38,-2
O=C(O)CC1(CC(=O)Nc2ccccc2C(=O)c2ccccc2)CCCC1,1,0,-2,21,10,-7,60,0.2,-10,-1
COc1cccc(-n2nnc3c(=O)n(Cc4cccc(F)c4)cnc32)c1,6,1,2,12,-3,-7,19,0.1,2,5
COc1ccc(/C=N/NC(=O)CN2CCCC2)cc1,-2,-6,-5,4,-1,-2,18,-0.1,6,2
Cc1ccccc1C(=O)NNC(=O)/C=C\C(=O)O,-3,-5,1,17,5,-15,-6,-1.3,5,-3
O=C(CCCc1ccccc1)NCc1ccccc1Cl,8,1,-2,11,0,-34,2,1.0,-37,9
COC(=O)C1=C(C)N(CCCC(=O)O)C(=O)NC1c1ccc(C(F)(F)F)cc1 (stereo not drawn),-3,-21,2,7,-6,-6,18,-4.3,13,2
COc1ccc(CCNCc2c(-c3ccccc3)n(C)c3ccccc23)cc1,29,-6,10,?,8,-31,4,-1.1,-9,-3
COC(=O)CN1C(=O)CC(C)(C)S(=O)c2ccccc21 (stereo not drawn),-1,-2,3,-11,-1,-18,-4,0.0,-13,2
Nc1c(C(=O)OCC2CCCO2)c2nc3ccccc3nc2n1C1CCCCC1 (stereo not drawn),-2,1,0,-5,-2,-15,-7,-0.5,-38,-9
O=C(c1cccc(Cl)c1)C1CCCN(C(=O)c2ccoc2)C1 (stereo not drawn),5,1,2,-5,0,-25,15,0.0,0,-1
COc1ccc(CC(=O)Nc2ccc(-c3nc4cc(C)ccc4o3)c(O)c2)cc1OC,4,-9,-1,33,-2,-4,12,1.9,-56,-4
O=C(COC(=O)CCNS(=O)(=O)c1ccccc1)NC(=O)c1ccccc1,-7,8,/,-10,/,/,7,0.2,-1,-1
CCCCNC(C(=O)Nc1ccc([N+](=O)[O-])cc1Br)c1ccccc1 (stereo not drawn),-4,-12,-6,8,-5,-28,16,-0.4,-10,1
Cc1cc(C)cc(NC(=S)NCc2cccs2)c1,-23,18,6,-37,2,5,10,-0.3,7,5
COC(=O)c1sccc1NC(=O)CN(C)NS(=O)(=O)c1ccc([N+](=O)[O-])cc1,10,1,-1,-2,1,-10,24,-0.7,27,-1
CCCc1ccc(OCC(=O)Nc2cc(S(=O)(=O)CC)ccc2O)cc1,14,-3,-5,45,0,-72,43,2.4,-171,-1
Cc1cc(C(F)(F)F)c2sc(N)nc2n1,2,1,2,12,-3,0,12,-0.1,19,-2

Arranged by number of heavy atoms (high to low): 11 of the compounds above
compound,HSF1 inhib,Platelet DG rel,IEC-6 tox,HSF1 activator,HSP90 inh,KLF5 inh,AI-2 QS modul,HIF act,aSyn UTR inh,HDAC3 inhib
COc1ccc(CC(=O)Nc2ccc(-c3nc4cc(C)ccc4o3)c(O)c2)cc1OC,4,-9,-1,33,-2,-4,12,1.9,-56,-4
Cc1ccc(NC(=O)COC(=O)CCCC2=NS(=O)(=O)c3ccccc3N2)cc1C,-1,4,16,21,1,25,8,0.2,8,1
Nc1c(C(=O)OCC2CCCO2)c2nc3ccccc3nc2n1C1CCCCC1 (stereo not drawn),-2,1,0,-5,-2,-15,-7,-0.5,-38,-9
COC(=O)C1=C(C)N(CCCC(=O)O)C(=O)NC1c1ccc(C(F)(F)F)cc1 (stereo not drawn),-3,-21,2,7,-6,-6,18,-4.3,13,2
O=C(O)CC1(CC(=O)Nc2ccccc2C(=O)c2ccccc2)CCCC1,1,0,-2,21,10,-7,60,0.2,-10,-1
COc1cccc(-n2nnc3c(=O)n(Cc4cccc(F)c4)cnc32)c1,6,1,2,12,-3,-7,19,0.1,2,5
O=C(c1cccc(Cl)c1)C1CCCN(C(=O)c2ccoc2)C1 (stereo not drawn),5,1,2,-5,0,-25,15,0.0,0,-1
CC(C)(C)c1ccc(C(=O)Cn2cnnc2C#N)cc1,9,-3,-2,7,-3,-8,46,1.4,-21,-2
CCSc1nc(C2CC2)cc(-c2cccs2)c1C#N,-6,1,-3,13,0,-16,12,-0.4,-38,-2
Cc1cc(C)cc(NC(=S)NCc2cccs2)c1,-23,18,6,-37,2,5,10,-0.3,7,5
Cc1cc(C(F)(F)F)c2sc(N)nc2n1,2,1,2,12,-3,0,12,-0.1,19,-2

(next part)
compound,HSF1 inhib,Platelet DG rel,IEC-6 tox,HSF1 activator,HSP90 inh,KLF5 inh,AI-2 QS modul,HIF act,aSyn UTR inh,HDAC3 inhib
COc1ccccc1-c1cc(-c2ccccc2)nc(SC(C(N)=O)c2ccccc2)c1C#N (stereo not drawn),5,-2,-1,9,2,-14,8,-3.4,44,-8
CCCCOc1ccc(N(CC(=O)NC(C)(C)CC)C(=O)CCC(=O)Nc2ccccn2)cc1,1,7,-3,-3,-1,-4,21,-0.6,32,16
COc1ccc(N(C)C(=O)Cc2c(C(=O)O)n(C)c3ccccc23)c(OC)c1,0,-4,3,-19,-5,0,-4,1.2,19,-2
COc1ccc2c(CC(=O)Nc3nc(C)cs3)coc2c1,-1,0,4,16,4,-52,14,1.3,-26,-4
Cc1nn(Cc2ccccc2Cl)c(C)c1NC(=O)CSc1n[nH]c(C)c1[N+](=O)[O-],3,-3,-6,26,3,-17,2,0.0,16,3
CN(C)c1ccc(N/C=C/C(=O)c2ccccc2)cc1,10,88*,-8,22,3,-37,9,1.6,-65,6
COc1ccc(/C=C2\SC(=O)N(CCNC(=O)Cc3coc4cc(OC)ccc34)C2=O)cc1,24,-8,2,34,0,-8,8,1.4,-70,2
COc1cc(OC)c2c(c1)C(=O)c1cc(OC)cc(OC)c1C2=O,1,-3,-6,7,0,-5,-5,0.4,6,2
COc1ccc(NC(C)=O)cc1CNC(=O)COc1c(C)c(C)cc(C)c1C,7,-10,3,8,-2,-12,25,0.1,12,1
COc1ccc(-c2csc(NC(=O)CN3C(=O)NC4(CCCC4)C3=O)n2)c(OC)c1,5,-2,/,1,/,/,5,-9.9,-19,7
O=C(NCc1cccnc1)c1ccccn1,4,1,-7,-6,1,3,-4,0.0,-12,1
CSc1nc(C)cc(C)c1S(=O)(=O)c1ccccc1C,3,-4,2,-3,4,-12,21,-0.5,24,-7
COc1ccc(-c2cc(C(=O)N3CCCCC3)c3ccccc3n2)cc1OC,-9,-4,-1,1,-2,-22,24,-0.4,15,-4
Cc1ccc(NC(=O)COC(=O)C(NS(=O)(=O)c2ccc(Cl)cc2)C(C)O)cc1C (stereo not drawn),2,0,-3,-5,-3,-12,12,0.4,-2,2
CCOc1ccccc1NC(=O)CSc1nnc2ccc(-c3ccncc3)nn12,-6,-4,-6,-16,-2,-9,16,0.2,17,-5
Cc1ccsc1C1Nc2ccc3ncccc3c2C2=C1C(=O)CC(C)(C)C2 (stereo not drawn),5,-4,8,11,-2,-12,6,0.2,5,2
COc1cc(C(=O)NCc2ccc3c(c2)OCO3)ccc1OCc1c(C)noc1C,7,0,6,15,3,-11,1,0.1,19,1
Cc1ccc(NS(=O)(=O)c2ccc3c(c2)NC(=O)CCS3)c(C)c1,0,17,3,9,1,-13,22,-0.5,22,-1
O=C(CSc1ccc2c(c1)OCCO2)Nc1ccc(N2CCOCC2)cc1,-3,-4,-2,12,3,-43,3,-0.2,-10,9
COc1ccc(C(=O)NC(=S)N2CC(C)OC(C)C2)cc1OC (stereo not drawn),0,1,3,2,0,-42,7,-0.8,7,9
CN1C(=O)C(CC(=O)Nc2ccc(F)cc2)N(Cc2ccco2)C1=S (stereo not drawn),19,-4,-1,9,1,-42,8,-0.4,-5,-1
Nn1cc(-c2ccccc2)nc1SCC(=O)N1CCN(S(=O)(=O)c2ccc(Cl)cc2)CC1,17,4,1,32,1,-2,24,-0.5,16,4
CCOC(=O)C(/C(N)=N/C(=O)Nc1ccccc1)=C(\C)O,-6,32,1,-7,3,-38,7,/,-22,3
Cc1ccc2[nH]c3c(c2c1)CN(C(=O)CN1CCCc2ccccc21)CC3,-1,0,7,9,10,-2,9,0.2,-28,9
CCOC(=O)C1CCCN(c2ccc(NC(=O)c3snc4c(=O)[nH]cnc34)cc2)C1 (stereo not drawn),8,0,0,17,7,-16,10,0.4,-35,1

Remaining list, next part
compound,HSF1 inhib,Platelet DG rel,IEC-6 tox,HSF1 activator,HSP90 inh,KLF5 inh,AI-2 QS modul,HIF act,aSyn UTR inh,HDAC3 inhib
O=C(COC(=O)c1ccccc1NCCO)NCCc1ccccc1,-6,26,/,-22,/,/,15,0.2,-9,-7
Cc1ccccc1C(=O)NC1CCN(C(=O)N(c2ccccc2)c2ccccc2)CC1,-5,0,-8,2,0,-4,10,-0.2,10,-2
CC(=O)Nc1ccc(C(=O)OC2CCCCC2=O)cc1 (stereo not drawn),-3,-1,1,-10,1,-31,17,1.2,4,7
Cc1ccc(CNC(=O)C2CCC(=O)N(C3CC3)C2)cc1 (stereo not drawn),-1,-9,3,-12,-4,-30,24,0.4,-10,-2
CSC1=NCCN1C(=O)c1c(-c2ccccc2Cl)noc1C,-2,1,1,2,3,13,26,0.0,-4,5
O=C([C@@H]1CC=C[C@@H]2CCN(C3CCCCC3)C(=O)[C@@H]21)N1CCN(c2ccccc2)CC1,4,-2,/,9,/,/,-1,-0.3,15,0
COc1ccc2cc3cc(C(=O)NCCCN4CCc5ccccc5C4)sc3nc2c1,12,-7,-1,28,-4,-130,7,1.7,-198,/

An unsorted share of the library; about 5% have a hit in one of these screens.
